H9c2 TAG inh: inhibitors of triacylglycerol accumulation, primary screen, cell-based, uHTS, fluorescence, H9c2; actives 0.66% (n = 230,000); H9c2 cells, Nile Red lipid (TAG) fluorescence; cells loaded with 200 µM oleic acid; inhibition, % at 12.5 µM; AID 651582, 2012;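 active = pattern-corrected inhibition of lipid staining of at least 50% with the nuclear-stain viability signal not falling by more than 50%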;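 also: 0% = DMSO wells and 100% = triacsin C control wells; some results filed as inactive read as strong as hits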
H9c2 TAG inh DAPI viability: recorded beside H9c2 TAG inh, whose call it bears; DAPI nuclei signal change (viability), lower = more cytotoxic, %;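 whole-well DAPI fluorescence read on a plate reader as a viability signal; minus 50 percent equals half of cells still viable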
The depositor's hits bear a star.

The line under a structure holds: H9c2 TAG inh, H9c2 TAG inh DAPI viability
CN(C(=O)c1ccc2c(c1)OCO2)C1(C)CCS(=O)(=O)C1 (configuration not stated)
    -9, 5
COc1ccc(C#CC2=CC(=O)CC(C)(C)C2)cc1
    -12, 1
O=C(CCN1CCN(c2ccccc2)CC1)Nc1ccc(OCc2ccccc2)cc1
    12, 7
O=C1OCC/C1=C\c1ccccc1O
    12, -2
CCC(=O)c1ccc(OCC(O)CN(C)C2CCCCC2)cc1 (configuration not stated)
    -12, -1
CCN(CC)C(=O)C1CCCN(Cc2nc(-c3cccs3)no2)C1 (configuration not stated)
    0, -5
O=Cc1cn(CCC(=O)O)nc1-c1cccc(Br)c1
    3, -2
COC(=O)/C(=C\c1ccc([N+](=O)[O-])cc1)NC(=O)c1ccccc1
    -1, 5
N#CC1=C(N)Oc2cc(O)c(Cl)cc2C1c1cccnc1 (configuration not stated)
    -9, 4
CCOCCn1ccc2c(OCC(=O)NCc3ccccc3)cccc2c1=O
    7, -8
COC(=O)C(=C/C(C)=C/c1cccs1)C(=O)OC
    0, 3
CCCCN(C(=O)CC1CCCC1)c1c(N)n(CCCC)c(=O)[nH]c1=O
    -9, -13
CCOc1cc(C(=S)N2CCCC2)ccc1O
    -8, -3
COc1ccc(-c2cc(C(=O)N/N=C/c3ccc(OC)c(COCC(F)(F)C(F)F)c3)c3ccccc3n2)c(OC)c1
    -51, -2
CCOC(=O)C(C)On1c(-c2cccc(Cl)c2)nc2ccc([N+](=O)[O-])cc21 (configuration not stated)
    -7, 0
Cc1nc2sc3c(c2c(=O)[nH]1)CCCC3
    1, -12
CC(C)NC(=O)C1CCN(C2CCN(C(=O)/C=C/c3cccs3)CC2)CC1
    -2, 7
CC(C)c1ccc(S(=O)(=O)N2CCN(CC(=O)Nc3ccc4c(c3)OCO4)CC2)cc1
    11, -14
C=CCn1c(CSc2nc3ccccc3s2)nnc1SCC(=O)NCc1cccnc1
    -3, -6
CCN(C(=O)COC(=O)c1ncc(Cl)c(Cl)c1Cl)c1c(N)n(Cc2ccccc2)c(=O)[nH]c1=O
    -12, 25
COc1cc(SC)ccc1C(=O)NCC1CCCO1 (configuration not stated)
    15, 9
Cc1ccc(N=Cc2c(O)[nH]c3ccccc23)c([N+](=O)[O-])c1
    14, -8
O=C(/C=C/Nc1ccc(Br)cc1F)c1ccco1
    -4, -4
CC1CC1C(=O)OCC(=O)NC(=O)c1ccccc1 (configuration not stated)
    5, 8
COc1ccc(C2CC(c3ccc4ccccc4c3)=NN2C(=O)COC(=O)C2CCC(=O)N2)cc1 (configuration not stated)
    -12, 5
CCOC(=O)CNC(=O)C(Cc1ccccc1)NS(=O)(=O)c1cccs1 (configuration not stated)
    -4, 6
COc1ccc(N(C(=O)CNS(=O)(=O)c2ccccc2)C(C(=O)NCc2ccco2)C(C)C)cc1 (configuration not stated)
    -3, 5
Cc1cc(C)nc(N2C(=O)CC(C(C)c3ccccc3)C2=O)n1 (configuration not stated)
    -11, 8
O=C(Cc1ccc(NC(=O)C2CCCN(C(=O)C3CCC3)C2)cc1)Nc1ccc(C(=O)N2CCOCC2)cc1 (configuration not stated)
    -4, 8
CN1C[C@@H]2C(c3ccccc3)C3(c4cccnc4)CC2(C3)[C@H]1c1ccccc1 (some centres not stated)
    -5, 7

Retrieved by compound from the entries so far, 2 records:
The line under a structure holds: H9c2 TAG inh, H9c2 TAG inh DAPI viability
CCOCCn1ccc2c(OCC(=O)NCc3ccccc3)cccc2c1=O
    7, -8
O=C(Cc1ccc(NC(=O)C2CCCN(C(=O)C3CCC3)C2)cc1)Nc1ccc(C(=O)N2CCOCC2)cc1 (configuration not stated)
    -4, 8

Continued:
The line under a structure holds: H9c2 TAG inh, H9c2 TAG inh DAPI viability
CCCc1nnc(NC(=S)Nc2ccccc2)s1
    5, 1
COc1ccc(NC(=O)c2ccccc2)cc1
    -9, 3
NC(=O)CSc1nnnn1-c1ccc(OC(F)(F)F)cc1
    12, 0
Cc1c(Cl)ccc(S(=O)(=O)N2CCN(C)CC2)c1Cl
    150, -133
Cc1ccc(/C=N\NC(=O)c2cc(OCC(F)(F)F)ccc2OCC(F)(F)F)cc1
    13, -3
O=C(NCc1cccs1)c1ccccc1F
    0, -5
CC1(C)CC(=O)C=C(Nc2cccc(C(F)(F)F)c2)C1
    2, -3
O=C(CN1CCN(c2ccccc2F)CC1)NC(=O)NCc1ccccc1
    -11, -6
COc1ccccc1-c1cc(C(F)(F)F)nc(S(=O)(=O)CCCC(=O)N2CCOCC2)n1
    47, -27
CSc1ccc(CN(C)CC(=O)NCc2ccccc2)cc1
    -13, 11
OCc1ccccc1-c1ccc2nccn2c1
    15, -14
COc1cccc(C(=O)Oc2ccccc2/C=C\C(=O)c2cc3ccccc3o2)c1
    20, -24
C=CCn1cn[nH]c1=S
    -2, 4
O=C1NCCN(Cc2ccoc2)C1CC(=O)N(Cc1ccccc1)CC1CCC1 (configuration not stated)
    -2, -1
O=C(CN1C(=O)c2ccc([N+](=O)[O-])cc2C1=O)NCc1ccco1
    -6, -2
COc1ccc(-c2[nH]ncc2CN(C)Cc2cc(C)[nH]n2)c(F)c1
    13, -13
Brc1ccc(CNCCCSc2ncccn2)cc1
    -15, 0
O=C(N1CCOCC1)N(Cc1cccs1)C1CCCC1
    -10, -1
O=c1c(/C=N/O)coc2ccc(Cl)cc12
    4, 3
CC(=O)Nc1ccc(S(=O)(=O)N(C)CC(=O)OCC(=O)N2CCN(C(=O)c3ccco3)CC2)cc1
    1, 6
CCN1CCN(c2ccc(S(=O)(=O)N3CCCCC3)cc2NC(=O)c2ccc([N+](=O)[O-])s2)CC1
    30, 0
Cc1ccc(S(=O)(=O)N2[C@@H](c3ccc(C(C)(C)C)cc3)C(C(=O)O)=CC[C@H]2c2cccc(Cl)c2)cc1
    6, 4
Cc1c(C(N)=O)sc2nc(-c3ccccc3)cn12
    -4, -7
CC[C@]12c3[nH]c4cc(-c5ccco5)ccc4c3CCN1C(=O)[C@@H](CC(=O)NCCN1CCOCC1)C[C@@H]2C(=O)N1CCN(C(=O)c2ccco2)CC1
    11, 5
COc1ccc(-c2nnc(SCC(=O)NCCc3ccc(S(N)(=O)=O)cc3)o2)cc1OC
    4, -2
CCCc1[nH]n(-c2nc3ccccc3s2)c(=O)c1C=NCCCN(CC)CC
    5, -1
CC(O)[C@H]1CNC(=S)N1CCc1cccc(F)c1 (some centres not stated)
    2, 0
O=C(COC(=O)c1ccccc1SCC(=O)N1CCCC1)NCc1ccc(F)cc1
    5, -13
CNC(=O)c1c(NC(=O)CCS(=O)(=O)c2ccc(C)cc2)sc2c1CCN(C(=O)OC)C2
    18, 0
O=C(c1ccc(F)cc1Cl)N(Cc1ccco1)C1CCS(=O)(=O)C1 (configuration not stated)
    -10, -8

Entries above with two or more sulfur atoms:
The line under a structure holds: H9c2 TAG inh, H9c2 TAG inh DAPI viability
C=CCn1c(CSc2nc3ccccc3s2)nnc1SCC(=O)NCc1cccnc1
    -3, -6
CCOC(=O)CNC(=O)C(Cc1ccccc1)NS(=O)(=O)c1cccs1 (configuration not stated)
    -4, 6
CCCc1nnc(NC(=S)Nc2ccccc2)s1
    5, 1
CCN1CCN(c2ccc(S(=O)(=O)N3CCCCC3)cc2NC(=O)c2ccc([N+](=O)[O-])s2)CC1
    30, 0
COc1ccc(-c2nnc(SCC(=O)NCCc3ccc(S(N)(=O)=O)cc3)o2)cc1OC
    4, -2
CNC(=O)c1c(NC(=O)CCS(=O)(=O)c2ccc(C)cc2)sc2c1CCN(C(=O)OC)C2
    18, 0

Further results
The line under a structure holds: H9c2 TAG inh, H9c2 TAG inh DAPI viability
O=C(NC(=S)Nc1ccccc1O)c1ccccc1Cl
    -10, 2
C[C@H](CO)N1C[C@H](C)[C@H](CN(C)S(=O)(=O)c2cccc(F)c2)Oc2cc(Br)ccc2S1(=O)=O
    -11, 6
CCCCn1c(SCC(=O)Nc2sc3c(c2C(N)=O)CCC3)nnc1-c1ccccc1
    16, -10
O=C(Nc1c(-c2ccccc2)nc2ncccn12)c1cc2ccccc2oc1=O
    14, -4
O=C(c1ccco1)N1CCN(C(=O)N2CCCCC2)CC1
    -5, 8
CCN(CC(=O)Nc1ccc(Br)c(C)c1)CC(=O)NC(C)C
    3, 4
O=C(Nc1cccc2ccccc12)OCc1ccccc1
    14, -14
CCc1nc2ccc(C(=O)N3CCN(C)CC3)cn2c1N(CCC(C)C)CCN(C)C
    7, 5
O=C(O/C(=C/c1ccccc1)C(F)(F)F)c1ccccc1
    -5, 7
CC12CCC(C(=O)Nc3cccc4ccccc34)(C1Br)C2(C)C (configuration not stated)
    -9, -9
O=S(=O)(c1ccc(Cl)cc1)N1CCN(c2ccccn2)CC1
    -2, 2
O=C(O)c1cccnc1Sc1ccc(Cl)cc1
    -1, -2
CC(C)CC1c2[nH]c3ccccc3c2CCN1C(=O)C1CCOCC1 (configuration not stated)
    -7, 11
CCOC(=O)c1cnc(SC)nc1Oc1cccc(NS(=O)(=O)c2ccccc2)c1
    -172, -1
O=C(O)CCCN(Cc1cccc(Br)c1)S(=O)(=O)c1ccc(Br)cc1
    -4, -3
CC(OC(=O)CN1C(=O)C2C3C=CC(C4CC34)C2C1=O)C(=O)c1ccccc1 (configuration not stated)
    0, 10
COc1ccc(/C=N/NC(=O)Nc2ccc3nsnc3c2)c(OC)c1
    3, 6
CCCC(=O)N1CCN(c2ccc(NC(=O)c3cc4ccccc4o3)cc2)CC1
    22, -1
C=C1CCN([C@H](C(=O)NCc2ccccc2)C(C)C)S(=O)(=O)c2ccccc21
    -12, -2
O=C(N1CCOCC1)N1CCN(CC(O)COc2ccc3ccccc3c2)CC1 (configuration not stated)
    -16, 6
O=C(COC(=O)C1(c2ccccc2)CCCC1)N1CCNC1=O
    8, 0
CCOc1ccc(N(CC(=O)NCCSCc2ccccc2)S(C)(=O)=O)cc1
    1, -9
O=C(NNC(=O)c1ccccc1O)c1ccc(Cl)c(S(=O)(=O)N2CCCCC2)c1
    -4, -10
C=CCn1cc([N+](=O)[O-])nc1C
    9, 7
O=C(Nc1ccccc1Oc1cccnc1)C1CCCN(C/C=C/c2ccc(F)cc2)C1 (configuration not stated)
    16, -10
COc1ccc(N2CCN(c3cc(C(=O)Nc4cc(OC)c(OC)c(OC)c4)ncn3)CC2)cc1OC
    3, -8
CCCNS(=O)(=O)c1ccc(CCC(=O)N2CCCC2)cc1
    4, -2
O=C(c1ccc2c(c1)OCO2)C1CCCN(Cc2cccn2-c2cccnc2)C1 (configuration not stated)
    -18, 15
CCCCn1c(N)c(N(CCC(C)C)C(=O)CSc2nnc3ccccn23)c(=O)[nH]c1=O
    10, 2
COc1cc(C2Nc3cc(Cl)c(S(N)(=O)=O)cc3S(=O)(=O)N2)ccc1OCc1ccccc1 (configuration not stated)
    -17, 9

| smiles | H9c2 TAG inh | H9c2 TAG inh DAPI viability |
| --- | --- | --- |
| COc1ccc(C(CNC(=O)c2ccc(C)c(S(=O)(=O)N3CCCCC3)c2)N(C)C)cc1OC (configuration not stated) | -2 | 3 |
| Cc1cccn2c(=O)c(C=O)c(Sc3ncccn3)nc12 | 15 | 0 |
| O=C(CSc1nnc(-c2ccncc2)o1)N1CCc2ccccc2C1 | -1 | -2 |
| CC12C(=O)N(c3cccc4cccnc34)C(=O)C1C1C=CC2C1 (configuration not stated) | 3 | -12 |
| CN1CCCN(C(c2ccccc2)c2ccc(Cl)cc2)CC1 (configuration not stated) | 39 | -10 |
| CCC(C)Nc1nc2c(c(=O)[nH]c(=O)n2C)n1CCC(C)C (configuration not stated) | -1 | -2 |
| O=C(COC(=O)c1c[nH]c2ccccc12)Nc1ccc(F)cc1 | -19 | 6 |
| CCN(CC)C(=O)C1=C(C)N(CCCOC)C(=O)C(CC(=O)NC2CCCCC2)C1 (configuration not stated) | -8 | -4 |
| CCNC(=O)C1CCCN(C(=O)c2cccc(Cl)c2)CC1 (configuration not stated) | -12 | 6 |
| c1ccc(-c2csc3ncnc(N4CCOCC4)c23)cc1 | -9 | 28 |
| CCN(CC(=O)Nc1c(F)cccc1F)C(=O)c1cnc(C)cn1 | -5 | 2 |
| CC(C)c1onc(C(=O)NC2CCCC2)c1[N+](=O)[O-] | 6 | -6 |
| O=C(O)CCC(=O)N1CCc2cc(S(=O)(=O)Nc3ccc4c(c3)OCCO4)ccc21 | -52 | 49 |
| CN(c1ccc(C(=O)NCCSC(C)(C)C)cc1)S(=O)(=O)c1ccccc1 | -10 | 1 |
| CC1=Nc2nc(N3CCCCCC3)c(C#N)c3c4c(nc(c23)N1)N(c1ccc2ccccc2c1)C(=O)C4 | 19 | -9 |
| O=C(Nc1ccc2c(c1)N(S(=O)(=O)c1cccs1)CCC2)c1c(F)cccc1Cl | 6 | -4 |
| C[C@@H]1CC=C[C@H]2[C@H]1C(=O)N(Cc1ccccc1)[C@H]2c1ccc(Br)cc1F | -6 | 8 |
| O=C(N[C@H]1/C=C\[C@@H](O)CCCC1)OCc1ccccc1 | -8 | 5 |
| Cc1ccc2c(c1)c(N=NC(N)=O)c(O)n2C | -14 | -5 |
| CC1(C)NC(=O)N(CC(O)Cn2nnc3ccccc32)C1=O (configuration not stated) | 0 | -3 |
| CCOc1ccc(S(=O)(=O)Nc2cccc(N(C)S(C)(=O)=O)c2)cc1 | -35 | 2 |
| Cc1ccc(C(c2cc(Br)ccc2O)N2CCSCC2)cc1 (configuration not stated) | -7 | 7 |
| CCOC(=O)C1CCN(S(=O)(=O)NC[C@H]2O[C@@H](n3cnc4c(N)ncnc43)[C@H](O)[C@@H]2O)C1 (some centres not stated) | -2 | -2 |
| CN(c1ccccc1)S(=O)(=O)c1cccc(NC(=O)CCNC(=O)c2ccc([N+](=O)[O-])cc2)c1 | -14 | 1 |
| Cc1ccc(S(=O)(=O)N2CCN(c3ccc([N+](=O)[O-])cn3)CC2)cc1 | 13 | -13 |

Compound profiles, as listed above:
Profile of CCCc1[nH]n(-c2nc3ccccc3s2)c(=O)c1C=NCCCN(CC)CC : H9c2 TAG inh: 5; H9c2 TAG inh DAPI viability: -1
Profile of CCCCN(C(=O)CC1CCCC1)c1c(N)n(CCCC)c(=O)[nH]c1=O : H9c2 TAG inh: -9; H9c2 TAG inh DAPI viability: -13

Source: PubChem (Sanford-Burnham Center for Chemical Genomics)

Not all compounds are listed; rates above refer to the full screens.
